Screening results (PubChem)
mcGAS lum – cyclic GMP-AMP synthase inhibitors, mouse, primary biochemical chemiluminescence. Q8C6L5. recombinant cGAS, Kinase-Glo ATP depletion luminescence. inhibition, % at 12.5 µM. 160,000 compounds, 0.15% hits;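 further: 0% = negative control wells and 100% = reference inhibitor with no enzyme activity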
hcGAS lum – Primary biochemical luminescence assay for human cyclic GMP-AMP synthase inhibitors | Q8N884 | recombinant h-cGAS, ATP depletion, Kinase-Glo luminescence | inhibition, % at 12.5 µM | 290,000 compounds, 0.081% hits | AID 1259398, 2018;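 further: 0% = vehicle reaction and 100% = reaction without DNA for no activity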
Target sequence (Q8N884 whole entry, looked up): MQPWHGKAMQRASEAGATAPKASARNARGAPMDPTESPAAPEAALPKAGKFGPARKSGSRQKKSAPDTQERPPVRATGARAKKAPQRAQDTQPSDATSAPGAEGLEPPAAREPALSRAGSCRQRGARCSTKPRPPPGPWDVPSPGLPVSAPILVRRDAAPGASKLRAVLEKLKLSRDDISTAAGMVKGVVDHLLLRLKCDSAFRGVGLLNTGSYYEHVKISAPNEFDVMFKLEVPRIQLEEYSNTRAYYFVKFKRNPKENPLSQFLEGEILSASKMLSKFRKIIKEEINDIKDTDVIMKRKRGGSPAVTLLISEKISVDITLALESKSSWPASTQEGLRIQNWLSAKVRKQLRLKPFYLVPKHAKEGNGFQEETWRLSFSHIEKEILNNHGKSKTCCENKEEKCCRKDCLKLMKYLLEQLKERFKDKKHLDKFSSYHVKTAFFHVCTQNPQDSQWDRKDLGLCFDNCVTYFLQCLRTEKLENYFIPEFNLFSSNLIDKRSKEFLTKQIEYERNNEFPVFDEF
NPYLR7 ag – agonists of mosquito NPYLR7 receptor, primary screen, cell-based, Aedes aegypti, calcium fluorescence, mosquito biting behavior; HEK293T NPYLR7/Galpha15, GCaMP6s calcium fluorescence; activation, % at 10 µM; 270,000 compounds, 0.15% hits; AID 1259423, 2018; in the data active means activation above about 40%;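 further: 0% = vehicle and 100% = reference agonist at the receptor; some compounds past the cut are filed as inactive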
An asterisk follows results filed as active; / = not tested or not shown; & = joins results of further samples. Unless noted, no stated cut-off is given here; in the data, active means inhibition above about 40%; inactive means the rest.

Screens in order – hcGAS lum	NPYLR7 ag	mcGAS lum
CCCCn1c(SCC(=O)N2c3ccccc3CCC2C)n[nH]c1=O (stereo unspecified)
 : -18	8	-5
NS(=O)(=O)c1ccc(N2CC=C(c3ccccc3)CC2)nc1
 : -15	6	/
COc1ccc(-c2nn(-c3ccccc3C)cc2CNC(C)Cn2cncn2)cc1F (stereo unspecified)
 : -3	-2	-3
O=C(/C=C/c1cn(S(=O)(=O)c2ccc(Cl)s2)c2ccccc12)NCCCN1CCCC1=O
 : -1	-10	0
CC(=O)N1CCN(c2nc(C(C)C)nc3sc(C)c(C)c23)CC1
 : -9	-2	-5
COCc1cc(N2CCN(Cc3ccc4c(c3)OCO4)CC2)nc(SCc2ccc(C(=O)NCCN3CCOCC3)o2)n1
 : 0	-10	0
Cc1sc(NC(=O)C2CC23CCOCC3)nc1-c1ccc(F)cc1 (stereo unspecified)
 : -10	5	/
Cc1c[nH]c(CNC(=O)C2CCCN2C(=O)C2CCCCC2)c(C)c1=O (stereo unspecified)
 : -6	-6	-10
C=CCOC1CCCN(C(=O)c2ccccc2F)C1 (stereo unspecified)
 : -5	-8	-5
Cc1sc(-c2c(C#N)c(N)nc3c2CCCC3)cc1Br
 : -11	0	/
O=S(=O)(NCc1ccc2c(c1)OCCO2)c1ccc(F)cc1F
 : -3	-1	-7
CN(C(=O)c1cc(Cl)sc1Cl)c1ccc(-c2onc3c2CCc2ccccc2-3)cc1
 : -6	-4	-6
Cc1ccc(NC(=O)C2(C)CCCN(C)C2)cc1C (stereo unspecified)
 : -17	-1	/
COc1cccc(C(CN2CCN(S(=O)(=O)C3CC3)CC2)OCc2ccc(C#N)cc2)c1 (stereo unspecified)
 : -7	-2	-6
O=C(CSc1nc2c(cnn2-c2ccccc2)c(=O)[nH]1)NC(=O)NC1CCCC1
 : 0	-6	/

Brought forward from above: two compounds, then new ones.
Screens in order – hcGAS lum	NPYLR7 ag	mcGAS lum
COc1cccc(C(CN2CCN(S(=O)(=O)C3CC3)CC2)OCc2ccc(C#N)cc2)c1 (stereo unspecified)
 : -7	-2	-6
O=C(CSc1nc2c(cnn2-c2ccccc2)c(=O)[nH]1)NC(=O)NC1CCCC1
 : 0	-6	/
CN(c1ncnc2cc(F)c(F)cc12)C(CCO)c1ccccc1 (stereo unspecified)
 : 3	-4	2
Cc1ccc(F)c(N2C(=O)CSC2c2cccc(NC(=O)c3ccc(F)cc3)c2)c1 (stereo unspecified)
 : -4	-6	-9
CC(C)C(O)C(=O)N1CCC(c2[nH]ncc2-c2cccc(F)c2)CC1 (stereo unspecified)
 : -8	0	/
C#CCN1CCC[C@H]1C(=O)NCCNc1ncnc2c1c(Br)nn2C
 : 8	4	/
C=C(C)CNC(=O)c1ccc(-c2cccc(Cl)c2)s1
 : -8	-2	-8
CCN(CC)S(=O)(=O)c1cc(C(=O)Nc2ccccc2OC)ccc1Cl
 : 5	3	3
Cc1cccc(NC(=O)CCC2CCN(C(=O)c3ccc(C)s3)CC2)c1
 : -3	10	/
COC(=O)[C@@H]1C[C@@H](NC(=O)c2ccc3c(c2)nnn3C)CN1C
 : -4	22	-17
O=S(=O)(C1=Cc2ccccc2CC1)N1CCN(c2ncccn2)CC1
 : -8	0	-5
COc1cc(OC)cc(C2SCCN2C(=O)c2ccc([N+](=O)[O-])cc2Cl)c1 (stereo unspecified)
 : -6	-7	-6
COc1ccc(-c2cnnc(N(C)CCC3CCOCC3)n2)cc1
 : -1	-2	-4
Cc1ccn2c(NC(C)(C)C)c(-c3ccc(F)cc3)nc2c1
 : -4&-1	10&1	-7&-5
O=C(NCc1cc(Cl)cc(Cl)c1)c1ccc2sc([C@H]3C[C@H](O)[C@@H](CO)O3)nc2c1
 : -9	-1	-7
CCOc1ccccc1NC(=O)c1c(NC(=O)CBr)sc2c1CCC(C)C2 (stereo unspecified)
 : -7	-1	-4
Cc1cc(C)n2c(NCc3ccccc3)c(/C=C/c3ccccc3)nc2c1
 : -11	31	-5

Further compounds.
Screens in order – hcGAS lum	NPYLR7 ag	mcGAS lum
Cc1ccccc1C1=NOC2CN(C(=O)c3ccc(-c4cccs4)cc3)CC12 (stereo unspecified)
 : -6	5	/
CC(C)(C)N(CC(=O)N1CCc2sccc2C1COc1cccc(F)c1)C(=O)c1ccccc1Cl (stereo unspecified)
 : 2	-2	0
CCCn1c2ccccc2n2c(C(=O)OC)c(C)nc12
 : -1	-11	/
CSc1nnc(SCc2nnc(-c3ccccc3)o2)s1
 : -7	6	/
O=C(Cc1c(F)cccc1Cl)Nc1ccccc1-c1ccccc1
 : -1	0	/
CCOC(=O)c1cc(-c2ccc(N3CCN(C(=O)COC)CC3)cc2)n(-c2ccccc2C)n1
 : 2	-2	2
CCn1cc(CNC(=O)CC(c2ccccc2)c2ccc3c(c2)OCO3)cn1 (stereo unspecified)
 : -4	5	/
Cc1c(C(=O)NC(C)C2CC2)sc2nc3n(c(=O)c12)CCCCC3 (stereo unspecified)
 : -14	-2	-9
CCOC(=O)CNc1c(-c2ccc(OS(=O)(=O)c3ccc(Br)cc3)cc2)nc2ccc(Cl)cn12
 : -1	-3	-5
O=c1c(Oc2ccccc2Br)coc2c3c(ccc12)OCN(C1CC1)C3
 : -8	1	-8
O=c1c2cc3c(=O)n(-c4ncn[nH]4)ccc3nc2ccn1Cc1cccnc1
 : -1	-12	/
Cc1ccnc(N2CCC(CO)(Cc3cccc(F)c3)CC2)n1
 : -4	-1	-17
CNC(=O)c1cccc(Nc2ccn3nccc3n2)c1
 : -12	2	/
CCOC(=O)C(CC)Sc1nc(N)c(NC(=O)c2ccc(OC)c(OC)c2)c(=O)[nH]1 (stereo unspecified)
 : -4	3	-7
COc1cccc(NC(=O)c2csc(COC(=O)c3ccccc3)n2)c1
 : -2	15	-3

Remaining list, next part.
Screens in order – hcGAS lum	NPYLR7 ag	mcGAS lum
COc1cc2c(cc1CN1CCNC(C(=O)NC3CC3)C1)CCC2 (stereo unspecified)
 : -4	6	/
Fc1ccccc1N1CCN(c2nc(-c3cccs3)nc3ccccc23)CC1
 : -5	15	-5
Oc1oc(-c2cccc3ccccc23)nc1C=NC1CCCCC1
 : -4	-1	/
NC(=O)c1ccsc1NC(=O)C1CC2C=CC1C2 (stereo unspecified)
 : -5	0	/
COc1ccccc1C(=O)N1CCC(c2nc(-c3ccc(F)c(F)c3)no2)CC1
 : -11	4	-6
CC1=C(C(=O)OC(C)C)C(c2ccc(N(C)C)cc2)NC(=O)N1C (stereo unspecified)
 : -3	6	/
C=CCNc1ccccc1C(=O)N(C)CC1CC(=O)N(C(C)(C)C)C1 (stereo unspecified)
 : 3	4	/
O=C1NC(Cc2ccccc2)(C2CCNCC2)C(=O)N1Cc1nccs1 (stereo unspecified)
 : -10	/	-11
COc1cccc(C(=O)N(CC(=O)N2CCc3sccc3C2c2ccc(F)cc2)C(C)C)c1 (stereo unspecified)
 : -2	9	-5
CN(Cc1n[nH]c2c1CCCCC2)C(=O)c1cn[nH]n1
 : -2	0	-17
O=C1NCC(=O)N2CCN(Cc3coc4ccccc4c3=O)CC12 (stereo unspecified)
 : -7	-5	-14
COc1ccc2nc(SCC(=O)NCCc3ccccc3)[nH]c2c1
 : -9	-9	-6
CCCc1c(C)c(C#N)c2nc3ccccc3n2c1NCc1cccnc1
 : -2	2	/
O=C(NCC1CCCO1)c1cc2nc(-c3ccccc3)cc(C(F)(F)F)n2n1 (stereo unspecified)
 : -1	-2	-3
CCc1ccc(C(=O)Nc2ccc(N3CCCC3)c(C(=O)NCc3ccccc3)c2)cc1
 : -8&5	6&-10	-9&1

Going on with the list:
Screens in order – hcGAS lum	NPYLR7 ag	mcGAS lum
Fc1ccc(-n2c(-c3ccccc3)n[nH]c2=S)cc1
 : -2	0	-5
COc1cc(C2SCC(=O)N2Cc2ccco2)ccc1O (stereo unspecified)
 : -2	-9	-5
Cc1nc2ccc(C(=O)NCc3ccc4c(c3)OCO4)cn2c1N(C)C(=O)CCc1ccccc1
 : -8	21	-3
CCn1c(C2CCNCC2)nn(CCn2cncn2)c1=O
 : -5	0	/
Cc1ccc(Cn2nc3n(C(C)C)c(=O)c4ccc(C(=O)NCC(C)C)cc4n3c2=O)cc1
 : 3	-3	1
CCCCN(CC(=O)N(CCc1c[nH]c2ccccc12)Cc1ccc(Cl)c(Cl)c1)C(=O)c1cc(C(F)(F)F)cc(C(F)(F)F)c1
 : -2	-8	-1
O=C(CN1CCOc2ccccc21)N1CCN(S(=O)(=O)c2ccccc2F)CC1
 : -8	-2	/
O=C(Nc1ccc(Cl)cc1)N1CCN(C(c2ccccc2)c2ccc(Cl)cc2)CC1 (stereo unspecified)
 : -14	18	-9
Nc1ncc(Cc2cccc(C(F)(F)F)c2)s1
 : -8	1	/
O=C1NC(c2cccs2)Nc2sc3c(c21)CCCC3 (stereo unspecified)
 : -6	15	/
Clc1cccc(Nc2cc3c(cn2)ncn3-c2ccccc2)c1
 : -6	36	-6
Cc1cnc(C)c(-c2cccc(C(C)N3CCCC3)c2)n1 (stereo unspecified)
 : -1	2	-11
COc1ccc(C2Oc3c(cccc3OC)C=C2[N+](=O)[O-])cc1OC (stereo unspecified)
 : -3	2	/
CC(=O)Nc1ccc(S(=O)(=O)Nc2ccc(Nc3ccc(-n4nc(C)c(C)c4C)nn3)cc2)cc1
 : -8	-3	-10
Cn1ccsc1=NC(=O)c1ccc(COc2ccccc2F)o1
 : -5	6	/

Later entries
Screens in order – hcGAS lum	NPYLR7 ag	mcGAS lum
OCCC1CN(C2CCN(Cc3ccccc3)CC2)CCN1Cc1ccccc1F (stereo unspecified)
 : -4	8	-15
CCCCc1ccc2nc(Cl)sc2c1
 : -3	5	-6
CCOc1ccc(CC(=O)OCCn2ncc(C#N)c2N)cc1
 : 0	-2	/
O=C(NC1CCc2ccccc21)c1ccc(OC2CCN(C(=O)c3cccnc3)CC2)cc1 (stereo unspecified)
 : -7	-1	-7
Cc1ncc(CN(C)c2cnn(-c3ccc(C)c(Cl)c3)c(=O)c2Cl)s1
 : -7	3	/
O[C@H]1[C@H](n2ccnc2)c2ccccc2C12CCN(Cc1cccc(F)c1)CC2
 : -10	4	/
COC(=O)c1ccc(OC(=O)c2ccc(S(C)(=O)=O)cc2)cc1
 : -6	2	-7
CCc1cn[nH]c1C1CCCN(C(=O)c2nc(C)n3c2C(=O)N(CC)CC3)C1 (stereo unspecified)
 : 4	1	-12
CNS(=O)(=O)c1ccc(Cl)c(C(F)(F)F)c1
 : -13	16	/
CC1C(=O)N(c2ccc(Br)cc2)CCN1C(=O)C1CC1 (stereo unspecified)
 : -5	-1	-4
CC(C)(O)c1cc(F)c(Cl)cc1Cl
 : -9	-2	-16
O=C(NCCCN1CCN(c2ccccc2F)CC1)c1cccnc1
 : -3	0	-13
CN(Cc1cccc(Cl)c1Cl)c1ccc(S(N)(=O)=O)cn1
 : 2	-3	/
CCOc1ccc(F)c(C(=O)O)c1NS(=O)(=O)c1ccc(OC)c(OC)c1
 : -7	3	-12
CN1C(=O)C(=Cc2c(NCCO)nc3ccccn3c2=O)SC1=S
 : -17	11	-10

Next section, starting with the last 7 of the part before.
Screens in order – hcGAS lum	NPYLR7 ag	mcGAS lum
CNS(=O)(=O)c1ccc(Cl)c(C(F)(F)F)c1
 : -13	16	/
CC1C(=O)N(c2ccc(Br)cc2)CCN1C(=O)C1CC1 (stereo unspecified)
 : -5	-1	-4
CC(C)(O)c1cc(F)c(Cl)cc1Cl
 : -9	-2	-16
O=C(NCCCN1CCN(c2ccccc2F)CC1)c1cccnc1
 : -3	0	-13
CN(Cc1cccc(Cl)c1Cl)c1ccc(S(N)(=O)=O)cn1
 : 2	-3	/
CCOc1ccc(F)c(C(=O)O)c1NS(=O)(=O)c1ccc(OC)c(OC)c1
 : -7	3	-12
CN1C(=O)C(=Cc2c(NCCO)nc3ccccn3c2=O)SC1=S
 : -17	11	-10
CCNC(=O)c1ccc(CSc2nc(C)cc(N3CCN(C/C=C/c4ccccc4)CC3)n2)o1
 : -4	-3	-3
COc1ccc2cc(-c3[nH]ncc3CN(C)Cc3nc(-c4cccnc4)no3)ccc2c1
 : 0	2	/
O=C(COC(=O)C1CCC1)NC(=O)NC1CCCCC1
 : 0	1	/
CC(C)(C)Nc1nc(NN)nc(Nc2cccc([N+](=O)[O-])c2)n1
 : 38	2	-4
CCc1nc(-c2nccn2CC2CC(=O)N(CC)C2)c(C)[nH]1 (stereo unspecified)
 : -3	8	-11
O=C(NCc1cccc(C(F)(F)F)c1)c1csc(CSc2nnc(Cc3ccccc3)n2-c2ccccc2)n1
 : -3	-2	-5
O=C(CCc1ccccc1)N1CCCC(OCc2ccc(OC(F)(F)F)cc2)C1 (stereo unspecified)
 : -6	23	-4
Cc1cnc(C(=O)N2CC(=O)N(CCc3ccccc3)CC(OCc3cccc(F)c3)C2)[nH]1 (stereo unspecified)
 : -14	21	-8
Cn1cc(C(=O)NCCC2=CCCCC2)c2[nH]c(=O)n(-c3ccc(F)cc3)c(=O)c21
 : -1	4	/
CCc1n[n+]2c(C)cc(C)nc2s1
 : 2	-11	/
c1ccc(CCNCCCOc2cccc3ccccc23)cc1
 : -13	22	/
O=C(O)c1csc(S(=O)(=O)Nc2ccc3[nH]c(=O)sc3c2)c1
 : -6	-5	-11
O=C(CCCSc1nnc(-c2ccccc2Cl)n1-c1ccc(Cl)c(Cl)c1)N1CCN(c2cccc(C(F)(F)F)c2)CC1
 : -3	21	-5
COCCN(CC(=O)N(Cc1ccccc1)Cc1sccc1C)C(=O)c1ccc(Cl)cc1Cl
 : -5	/	-3
CC(C)(C)[C@H]1C[C@@H](NC(=O)c2ccccc2)C[C@@H](c2ccccc2O)O1
 : -9	0	/
